# EBV gp42 inh: blocks Epstein-Barr virus glycoprotein 42 binding; inhibition, % (tested at 21.74 µM); AID 1085; Fluorescence polarization binding assay, mP read-out; Q1HVG2; 220,000 compounds, 0.42% hits; in the data active = inhibition above about 50%
# Target sequence (Q1HVG2 whole entry, looked up): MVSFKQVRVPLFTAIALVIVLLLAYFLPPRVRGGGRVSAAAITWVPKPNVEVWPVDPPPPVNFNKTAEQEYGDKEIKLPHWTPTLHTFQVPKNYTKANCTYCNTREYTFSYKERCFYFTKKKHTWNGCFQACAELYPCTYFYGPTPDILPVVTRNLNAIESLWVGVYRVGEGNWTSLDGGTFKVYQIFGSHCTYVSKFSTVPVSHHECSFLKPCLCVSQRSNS
# p47phox inh: blocks human p47phox regulatory protein of NADPH oxidases | inhibition, % at 24.7 µM | AID 1274 | 220,000 compounds, 0.53% hits | p47phox/p22phox peptide binding, fluorescence polarization, 2 h | P14598;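 also: 0% = p47phox with labelled peptide and 100% = labelled peptide alone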
# KLK5 inh: blocks human kallikrein 5 protease activity. 210,000 compounds, 0.59% hits. recombinant hK5, fluorogenic AMC substrate cleavage. inhibition, % at 5 µM. AID 873;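 active = inhibition of 40% or more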;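 also: 0% = enzyme controls without compound and 100% = no-enzyme blanks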
# Target sequence (Q9Y337 67-293 limits assumed): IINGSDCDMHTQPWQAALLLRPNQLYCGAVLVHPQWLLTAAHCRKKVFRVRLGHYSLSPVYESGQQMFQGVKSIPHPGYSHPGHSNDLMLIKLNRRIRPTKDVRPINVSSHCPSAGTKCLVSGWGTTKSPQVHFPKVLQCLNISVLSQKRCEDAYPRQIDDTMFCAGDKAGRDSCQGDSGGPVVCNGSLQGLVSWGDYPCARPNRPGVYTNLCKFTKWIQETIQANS
# Cl transport mod: KCC2 (human) Cl- transport modulation | KCC2 cells, thallium flux FluoZin-2 fluorescence | 190,000 compounds, 2.2% hits | AID 1456 | Q9H2X9 | B-score of Tl+ flux slope (higher = more flux/activation; lower = inhibition) at 10 µM;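 active = thallium flux slope and its plate-corrected score both differing from the plate sample mean at a set confidence after two filtering rounds, in either direction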;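 also: slope of fluorescence scaled to starting intensity during 10 to 20 s after thallium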
# thrombin 1536: thrombin (human) inhibition; P00734; alpha-thrombin, Boc-VPR-AMC fluorogenic substrate cleavage; inhibition, % at 5 µM; 220,000 compounds, 0.26% hits;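 active = inhibition at or above 40%; inactive = inhibition below 40%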;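 also: 0% = enzyme with no compound and 100% = wells without enzyme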
#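 System: Human alpha-thrombin protein | Medium: pH 7.5 Tris (50 mM) with NaCl 150 mM, Tween 20 0.05% | Times: Enzyme reaction carried out at room temperature | Detection: AMC fluorescence, 355/460 nm | Evaluation: Percent inhibition scaled between no-compound controls and no-enzyme blanks | Benchmarks: Enzyme without compound as high, wells lacking enzyme as low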
# Rad51 HR inh: Rad51 (human) homologous recombination inhibition; Q06609; hRad51 DNA strand exchange, fluorescence dequenching; inhibition, % at 10 µM; 200,000 compounds, 0.085% hits; AID 1385;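 active = inhibition above 40% at the single screening dose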;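 also: 0% = DMSO control wells and 100% = blanks with heterologous ssDNA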
# Target sequence (Q06609 whole entry, looked up): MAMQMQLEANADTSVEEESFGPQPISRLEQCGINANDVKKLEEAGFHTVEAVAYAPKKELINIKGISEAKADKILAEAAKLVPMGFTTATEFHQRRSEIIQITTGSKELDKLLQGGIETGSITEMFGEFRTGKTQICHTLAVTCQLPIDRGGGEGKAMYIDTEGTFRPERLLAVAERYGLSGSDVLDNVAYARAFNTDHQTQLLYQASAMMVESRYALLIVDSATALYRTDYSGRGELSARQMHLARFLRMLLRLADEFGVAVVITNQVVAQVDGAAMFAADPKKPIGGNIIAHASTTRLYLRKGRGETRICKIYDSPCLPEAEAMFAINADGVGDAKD
#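 Test system: preformed human Rad51 ssDNA filaments. Compound dosing: single dose, 10 µM final compound. Incubation: filaments 15 min 37 °C, then compound 30 min. Technique: FRET fluorescence dequenching, excitation 485 nm, emission 520 nm. Read-out basis: percent inhibition from fluorescence, normalised to plate control and blank means. Benchmarks: plate controls and plate blanks.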
# 14-3-3 Bad PPI: disrupts binding of bovine 14-3-3 zeta to phospho-Bad peptide; TR-FRET 14-3-3zeta/Dy647-pBad peptide displacement, 1 h; inhibition, % at 21.7 µM; 220,000 compounds, 0.71% hits; AID 781;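 active = inhibition above about 70%, limit read from the data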;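 also: 0% = full 14-3-3 plus peptide FRET controls and 100% = background without 14-3-3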
# Target sequence (P63103 whole entry, looked up): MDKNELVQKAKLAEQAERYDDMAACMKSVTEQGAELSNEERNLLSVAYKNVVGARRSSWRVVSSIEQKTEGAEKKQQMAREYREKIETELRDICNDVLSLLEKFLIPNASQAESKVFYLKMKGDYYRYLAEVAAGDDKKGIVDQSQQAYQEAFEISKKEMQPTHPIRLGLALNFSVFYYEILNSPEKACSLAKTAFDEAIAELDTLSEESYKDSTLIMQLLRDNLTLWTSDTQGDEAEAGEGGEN
# Furin inhibitor: inhibitors of human furin. P09958. purified furin, fluorogenic substrate cleavage. inhibition, % at 30 µM. 220,000 compounds, 0.061% hits. AID 463115; in the data active = inhibition above about 25%; also: inactives centre near -15
# eIF4E-4G inh: inhibitors of eIF4E and eIF4G interaction in translation initiation. 220,000 compounds, 0.37% hits. AID 782. TR-FRET eIF4E-eIF4GI(517-606) binding, 2 h. inhibition, % at 21.7 µM;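 also: 0% = full FRET control wells and 100% = background wells lacking eIF4GI fragment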
# An asterisk follows results filed as active; x = not tested or not shown; [ ] = dose if it differs, or a comment.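 The calls were made as follows, unless noted: active = inhibition above about 30% (limit read from the data); inactive = the rest.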
1: O=C(O)C1=C[C@H](c2coc3ccccc3c2=O)C[C@H](OCc2ccc(CO)cc2)O1
2: Cc1cc(C)c(OCC(=O)Nc2nc3ccccc3[nH]2)c(C)c1
3: Cc1ccc([N+](=O)[O-])cc1NC(=S)NC(=O)c1cccs1
4: CC1=NN(c2ccc(C(=O)O)c(N)c2)C(=O)C1
5: O=C(CSc1ccc2ccccc2n1)Nc1ccc(N2CCOCC2)cc1
6: CC(c1ccccc1F)n1cc(C(=O)NCc2ccncc2)nn1 (centres undefined)
7: Nc1ccc(C(=O)OCc2nc3cc4ccccc4cc3[nH]2)cc1
8: CCN1CCCc2cc(CN(CCN3CCOCC3)C(=S)Nc3cccc(OC)c3)ccc21

entry no.,1,2,3,4,5,6,7,8
EBV gp42 inh,-8,0,-9,-17,-5,-18,2,4
p47phox inh,x,-2,-34,-11,-2,-7,-9,-19
KLK5 inh,4,-3,-7,0,2,6,-1,-8
Cl transport mod,0.74,-1.7,2.8,-0.61,0.54,0.52,-1.2,1.1
thrombin 1536,4,-24,-9,-10,6,-9,-2,2
Rad51 HR inh,-11,4,-7,1,0,-7,6,-1
14-3-3 Bad PPI,6,-9,21[fluorescence artefact?],32,-14,7,8,10
Furin inhibitor,-32,-31,-24,-15,-18,-18,-13,-7
eIF4E-4G inh,4,-2,-4,12,2,1,1,0

9: COc1cccc(/C=C/C(=O)N2CCN(S(=O)(=O)c3ccccc3)CC2)c1OC
10: CCOC(=O)C1CCCN(Cc2ccc(O)c(OC)c2)C1 (centres undefined)
11: COc1ccc(S(=O)(=O)NCc2ccco2)c2ccccc12
12: O=C(NCc1ccco1)C(=O)NCC1OCCN1S(=O)(=O)c1ccc(Br)cc1 (centres undefined)
13: Cc1ccc(C(=O)NCCSCc2ccc(Cl)cc2Cl)cc1[N+](=O)[O-]
14: Cc1cc(NC(=O)COC(=O)c2cccc(OCc3ccccc3)c2)no1
15: Cc1cc(N/N=C/c2cccc(Cl)c2)nc(-n2nc(C)cc2C)n1
16: O=C(Cn1cnc2c(nnn2Cc2ccc(F)cc2)c1=O)NC1CCCC1

entry no.,9,10,11,12,13,14,15,16
EBV gp42 inh,-20,-15,-6,-20,-17,-16,3,-1
p47phox inh,-7,1,-10,-3,-32,2,-9,-5
KLK5 inh,0,-18,-32,3,-25,25,-3,-14
Cl transport mod,x,0.0055,0.079,-0.12,-0.91,1,x,-1.3
thrombin 1536,-1,-1,0,-4,-14,25,0,-10
Rad51 HR inh,x,3,2,7,x,-6,2,x
14-3-3 Bad PPI,2,56,-1,-2,1,-16[fluorescence artefact?],-2,-1
Furin inhibitor,-28,-10,-11,-18,-21,-23[20 µM],-17,-23
eIF4E-4G inh,-12,4,1,1,-4,-3[fluorescence artefact?],-2,6

# Limited to KLK5 inh, for 2 of the compounds above:
cpd	compound	KLK5 inh
8	CCN1CCCc2cc(CN(CCN3CCOCC3)C(=S)Nc3cccc(OC)c3)ccc21	-8
9	COc1cccc(/C=C/C(=O)N2CCN(S(=O)(=O)c3ccccc3)CC2)c1OC	0

# Next structures follow.
17: O=C(CSc1ccccn1)Nc1ccc(Br)cn1
18: CC(C)(CNC(=O)COc1ccccc1Cc1ccccc1)N1CCOCC1
19: CCOC(=O)c1ccc(NC(=O)c2nc[nH]c2C(=O)NCc2ccccc2)cc1
20: COc1ccc(C2SCC(C(=O)NCc3ccc(F)cc3)N2C(C)=O)cc1 (centres undefined)
21: Cc1cc(N)n2nc(-c3ccccc3)cc2n1
22: O=C(N/N=C/c1cc(Br)c(Br)o1)c1ccc2c(c1)OCCO2
23: COC(=O)[C@H](C)NC(=O)NC(C)CCc1ccccc1 (some centres undefined)
24: Cc1ccccc1OCC(O)Cn1c(=N)n(Cc2ccccc2)c2ccccc21 (centres undefined)

entry no.,17,18,19,20,21,22,23,24
EBV gp42 inh,-19,1,-18,2,-10,0,-18,-6
p47phox inh,-10,x,-4,-1,-14,-35,-5,-4
KLK5 inh,-3,0,7,-34,-7,5,-5,-2
Cl transport mod,0.57,-0.66,-0.069,0.72,-0.25,2.6,x,1.4
thrombin 1536,3,-7,1,-10,-5,0,-5,-3
Rad51 HR inh,x,x,6,-1,x,-41,3,1
14-3-3 Bad PPI,2,-1,0,1,7,31,8,-5
Furin inhibitor,-17[20 µM],-25,-34,-37,-15,2,-15[20 µM],-20
eIF4E-4G inh,7[fluorescence artefact?],2,-1,3,1[fluorescence artefact?],17,1,-3

# Some of the entries so far, bar-delimited:
item | SMILES | EBV gp42 inh | p47phox inh | KLK5 inh | Cl transport mod | thrombin 1536 | Rad51 HR inh | 14-3-3 Bad PPI | Furin inhibitor | eIF4E-4G inh
13 | Cc1ccc(C(=O)NCCSCc2ccc(Cl)cc2Cl)cc1[N+](=O)[O-] | -17 | -32 | -25 | -0.91 | -14 | x | 1 | -21 | -4
14 | Cc1cc(NC(=O)COC(=O)c2cccc(OCc3ccccc3)c2)no1 | -16 | 2 | 25 | 1 | 25 | -6 | -16[fluorescence artefact?] | -23[20 µM] | -3[fluorescence artefact?]
15 | Cc1cc(N/N=C/c2cccc(Cl)c2)nc(-n2nc(C)cc2C)n1 | 3 | -9 | -3 | x | 0 | 2 | -2 | -17 | -2
16 | O=C(Cn1cnc2c(nnn2Cc2ccc(F)cc2)c1=O)NC1CCCC1 | -1 | -5 | -14 | -1.3 | -10 | x | -1 | -23 | 6
17 | O=C(CSc1ccccn1)Nc1ccc(Br)cn1 | -19 | -10 | -3 | 0.57 | 3 | x | 2 | -17[20 µM] | 7[fluorescence artefact?]
18 | CC(C)(CNC(=O)COc1ccccc1Cc1ccccc1)N1CCOCC1 | 1 | x | 0 | -0.66 | -7 | x | -1 | -25 | 2
19 | CCOC(=O)c1ccc(NC(=O)c2nc[nH]c2C(=O)NCc2ccccc2)cc1 | -18 | -4 | 7 | -0.069 | 1 | 6 | 0 | -34 | -1
20 | COc1ccc(C2SCC(C(=O)NCc3ccc(F)cc3)N2C(C)=O)cc1 (centres undefined) | 2 | -1 | -34 | 0.72 | -10 | -1 | 1 | -37 | 3
21 | Cc1cc(N)n2nc(-c3ccccc3)cc2n1 | -10 | -14 | -7 | -0.25 | -5 | x | 7 | -15 | 1[fluorescence artefact?]
22 | O=C(N/N=C/c1cc(Br)c(Br)o1)c1ccc2c(c1)OCCO2 | 0 | -35 | 5 | 2.6 | 0 | -41 | 31 | 2 | 17
23 | COC(=O)[C@H](C)NC(=O)NC(C)CCc1ccccc1 (some centres undefined) | -18 | -5 | -5 | x | -5 | 3 | 8 | -15[20 µM] | 1
24 | Cc1ccccc1OCC(O)Cn1c(=N)n(Cc2ccccc2)c2ccccc21 (centres undefined) | -6 | -4 | -2 | 1.4 | -3 | 1 | -5 | -20 | -3

# Additional results:
25: COc1ccc(C(=O)CC2OC(=O)c3ccccc32)cc1OC (centres undefined)
26: CCOC(=O)C(Cc1ccccc1)C(=O)Nc1cccc(C)c1 (centres undefined)
27: CC1=C(C(=O)OCC2CCCO2)C(c2ccccc2)C2=C(CCCC2=O)N1 (centres undefined)
28: CC(=O)Nc1ccccc1OCC(=O)c1cc(C)n(Cc2cccs2)c1C
29: O=C(Nc1nc(-c2ccco2)cs1)c1ccccc1
30: Cc1ccc(-n2c(-c3cccs3)nc3nc4ccccc4nc32)cc1
31: Clc1ccc(-n2nnnc2-c2cnc3ccc(Cl)cc3c2-c2ccccc2)cc1
32: Cc1ccc(-n2nc(C)c3c2OC(N)=C(C#N)C3c2ccc(F)cc2)cc1 (centres undefined)

entry no.,25,26,27,28,29,30,31,32
EBV gp42 inh,-5,-7,-12,0,-8,0,-24,-16
p47phox inh,-9,-24,-7,-8,-19,-17,-6,-7
KLK5 inh,-9,-5,-28,-8,-29,-12,2,-4
Cl transport mod,-0.96,0.64,-0.015,-1.6,-1.7,-1.1,0.0058,1.3
thrombin 1536,-4,-5,1,8,30,-5,1,1
Rad51 HR inh,0,12,4,-3,-6,-3,-24,-8
14-3-3 Bad PPI,1,-4,-4,-4,-28,-2[fluorescence artefact?],0,10
Furin inhibitor,21[20 µM],-22,-20,-26,-26,-32,-14,-16
eIF4E-4G inh,5[fluorescence artefact?],2,-2,-5,5,4,1,5

33: COC(=O)Nc1ccc(S(=O)(=O)NCCCCCC(=O)O)cc1
34: Cc1ccc(S(=O)(=O)N(CC(=O)Nc2ccccc2-c2ccccc2)c2ccc(C)cc2C)cc1
35: CC1OC2C(OC1C)N(S(C)(=O)=O)CCN2S(C)(=O)=O (centres undefined)
36: NC(=O)c1oc2ccc(Cl)cc2c1N
37: Cc1ccc(Sc2ncccc2COC(=O)NC(C)C)cc1
38: Cc1n[nH]c(C)c1C(=O)CC1(O)C(=O)N(Cc2ccccc2)c2ccc(Br)cc21 (centres undefined)
39: COc1ccc(C2C(C(=O)c3cccs3)=C(O)C(=O)N2c2cccc(C)n2)cc1OC (centres undefined)
40: Cc1cc(C)c(NN=c2c(=O)c3ccccc3c2=O)c(C)c1

entry no.,33,34,35,36,37,38,39,40
EBV gp42 inh,-2,2,-11,-12,-13,1,-4,-5
p47phox inh,-9,1,-6,-5,-3,1,-13,2
KLK5 inh,-1,-12,-10,5,-10,4,3,-4
Cl transport mod,0.63,1.1,0.49,0.26,-0.6,x,-0.85,0.4
thrombin 1536,-2,-8,-2,-10,-15,-1,-2,6
Rad51 HR inh,-6,-8,-4,-7,-5,0,x,x
14-3-3 Bad PPI,-1,-12,0[fluorescence artefact?],-8,25,-5,-7,-9
Furin inhibitor,-28,-2,-26,-35,-4,5[20 µM],-11,1[20 µM]
eIF4E-4G inh,-2,-7,4[fluorescence artefact?],-2,1,-12,-1,-3

41: O=C(NC(C(=O)c1ccccc1)n1ccc(=O)[nH]c1=O)c1ccccc1 (centres undefined)
42: Cc1nn(-c2ccccc2)c2c1C(c1cccnc1)N1C=C(S(=O)(=O)N3CCCCC3)C=CC1=N2 (centres undefined)
43: CC1(C)CC(=O)C2=C(C1)Oc1ncn(CCCn3ccnc3)c(=N)c1C2c1ccccc1 (centres undefined)
44: O=C(CSc1ncccn1)NCc1ccccc1
45: COc1ccc(/C=C2/SC(=O)N(CC(=O)NCCC(C)C)C2=O)cc1OC
46: COc1cc(C(=O)Nc2cc(C)ccn2)cc(OC)c1OC
47: COCCCn1c(C)cc(C(=O)COC(=O)CCc2nc3ccccc3c(=O)[nH]2)c1C
48: O=C(/C=C/c1cn(CC(O)CN2CCOCC2)c2ccccc12)c1cccs1 (centres undefined)

entry no.,41,42,43,44,45,46,47,48
EBV gp42 inh,-8,-29,4,-18,-2,-2,-9,-83
p47phox inh,-10,-6,-10,-10,14,3,5,-28
KLK5 inh,-2,-19,6,1,6,-2,-3,-8
Cl transport mod,0.54,0.16,-1.3,0.13,-0.058,0.026,-0.0065,-0.1
thrombin 1536,-3,-2,3,-2,-1,-8,-7,0
Rad51 HR inh,4,x,3,-2,12,-4,-25,-84
14-3-3 Bad PPI,-3[fluorescence artefact?],-5,7,-9[fluorescence artefact?],-1,-5,-12,0
Furin inhibitor,-19[20 µM],-4,-12,-23[20 µM],-15,-23[20 µM],-11,-16
eIF4E-4G inh,-6[fluorescence artefact?],0,5,-12,4,5,-8,3

# From PubChem BioAssay
